KDM5B inhibitor = KDM5B demethylase inhibition; Q9UGL1; KDM5B demethylase, FDH-coupled NADH fluorescence (FDH is formaldehyde dehydrogenase); Potency, µM (series often up to 57.7 µM), without a hit: at the highest dose activity change, negative = inhibition, hits mostly inhibitors; 2.6% of 220,000 active; AID 1347165; active = well fitted inhibition curve with a large enough effect; inconclusive = small, poorly fitted or top-dose-only effect; inactive = no such curve, though single readings can be large or run the other way; also: 0% is about no effect; nearly all actives have a fitted effect of over 70% in size
Target sequence (Q9UGL1 whole entry, looked up): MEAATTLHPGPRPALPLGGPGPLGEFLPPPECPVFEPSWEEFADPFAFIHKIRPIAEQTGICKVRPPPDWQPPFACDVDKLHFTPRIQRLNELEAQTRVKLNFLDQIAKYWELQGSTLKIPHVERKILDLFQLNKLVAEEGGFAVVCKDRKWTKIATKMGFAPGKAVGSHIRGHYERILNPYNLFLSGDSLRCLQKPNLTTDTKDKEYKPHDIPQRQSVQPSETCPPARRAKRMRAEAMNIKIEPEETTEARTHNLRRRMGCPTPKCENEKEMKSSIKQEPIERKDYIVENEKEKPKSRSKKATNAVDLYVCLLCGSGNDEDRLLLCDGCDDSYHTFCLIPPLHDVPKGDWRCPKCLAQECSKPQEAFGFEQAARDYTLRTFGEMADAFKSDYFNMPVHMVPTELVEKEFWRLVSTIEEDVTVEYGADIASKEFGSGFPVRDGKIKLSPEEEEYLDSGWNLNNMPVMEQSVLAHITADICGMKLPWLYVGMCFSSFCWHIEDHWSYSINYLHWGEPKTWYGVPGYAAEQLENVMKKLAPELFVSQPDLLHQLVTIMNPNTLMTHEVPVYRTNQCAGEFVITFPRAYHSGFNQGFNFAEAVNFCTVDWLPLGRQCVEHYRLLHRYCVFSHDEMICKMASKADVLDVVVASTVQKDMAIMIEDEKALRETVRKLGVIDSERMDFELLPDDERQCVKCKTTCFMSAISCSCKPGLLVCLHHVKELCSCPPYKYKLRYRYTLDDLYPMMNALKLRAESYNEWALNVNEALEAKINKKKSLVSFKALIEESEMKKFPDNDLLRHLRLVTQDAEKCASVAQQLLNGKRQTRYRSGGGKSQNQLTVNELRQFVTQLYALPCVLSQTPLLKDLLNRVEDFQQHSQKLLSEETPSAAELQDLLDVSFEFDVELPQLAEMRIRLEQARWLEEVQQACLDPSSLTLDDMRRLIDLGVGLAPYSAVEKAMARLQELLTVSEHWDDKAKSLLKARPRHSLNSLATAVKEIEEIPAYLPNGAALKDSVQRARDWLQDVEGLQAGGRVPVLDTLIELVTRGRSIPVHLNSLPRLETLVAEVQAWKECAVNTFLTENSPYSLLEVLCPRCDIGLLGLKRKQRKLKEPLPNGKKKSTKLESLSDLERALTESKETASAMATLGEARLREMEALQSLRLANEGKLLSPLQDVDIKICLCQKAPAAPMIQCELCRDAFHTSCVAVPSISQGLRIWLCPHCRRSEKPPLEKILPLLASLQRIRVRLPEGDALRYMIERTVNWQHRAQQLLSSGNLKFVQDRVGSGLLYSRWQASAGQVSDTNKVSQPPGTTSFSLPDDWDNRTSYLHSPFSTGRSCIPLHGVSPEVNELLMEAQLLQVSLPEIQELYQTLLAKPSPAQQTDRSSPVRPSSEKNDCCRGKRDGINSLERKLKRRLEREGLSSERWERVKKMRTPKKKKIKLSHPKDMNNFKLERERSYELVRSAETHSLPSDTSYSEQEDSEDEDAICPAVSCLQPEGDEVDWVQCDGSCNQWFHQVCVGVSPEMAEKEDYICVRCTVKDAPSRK
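KDM5BΔAP (200 nM final) in 50 mM HEPES pH 7.5, 0.01% Tween-20 was preincubated 10 min at RT with compound over a concentration range. Substrate mix (H3K4me3 12.5 µM, α-KG 25 µM, Fe²⁺, ascorbate, NAD⁺, FDH) was added, and NADH fluorescence change over 30 min gave dose-response curves.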
Numbers without * were called inactive; ? = inconclusive; [ ] = dose if it differs, or a comment. Potency is read from the fitted curve at half-maximal effect.

Compound,KDM5B inhibitor
CCOC(=O)C1CCCN(CCC(=O)Nc2cc(OC)ccc2OC)C1 (centres undefined),-11.7%
CCc1noc(CN2CCC3(CC2)CC(=O)N(CCCc2ccccc2)C3)n1,?
O=[S+]([O-])(Nc1ccccc1)c1ccc2c(c1)OCCN(Cc1ccncc1)C2,?
C=CCOc1cccc(-c2nnc(CCC(=O)NC(C)c3ccccc3)c(=O)[nH]2)c1 (centres undefined),-18.4%
CCCn1nc(NC(=O)C(C)C)c2cc3cc(OC)ccc3nc21,24.6%
COc1ccc(CCC(=O)NCCC2CCN(C(=O)Nc3cc(F)cc(F)c3)CC2)cc1,-11.1%
Cc1ccc(-c2nc(C)c(C(=O)NC3C=CS(=O)(=O)C3)s2)cc1 (centres undefined),-26.9%
CCn1cc(C(=O)N2CCN(c3ccc(OC)cc3)CC2)c(=O)c2cc(S(=O)(=O)N3CCOCC3)ccc21,-18.2%
NC(=O)Cc1c[nH]c2ncc(-c3cccc(OC(F)(F)F)c3)cc12,?
NC(=O)C1CCN(C(=O)C(=O)c2cn(CC(=O)N3CCCC3)c3ccccc23)CC1,9.5%

Part of the list above, as labelled records:
SMILES: O=[S+]([O-])(Nc1ccccc1)c1ccc2c(c1)OCCN(Cc1ccncc1)C2
  KDM5B inhibitor = ?
SMILES: C=CCOc1cccc(-c2nnc(CCC(=O)NC(C)c3ccccc3)c(=O)[nH]2)c1 (centres undefined)
  KDM5B inhibitor = -18.4%
SMILES: CCCn1nc(NC(=O)C(C)C)c2cc3cc(OC)ccc3nc21
  KDM5B inhibitor = 24.6%
SMILES: COc1ccc(CCC(=O)NCCC2CCN(C(=O)Nc3cc(F)cc(F)c3)CC2)cc1
  KDM5B inhibitor = -11.1%

The list continues:
Compound,KDM5B inhibitor
CCCCN(C)CCNC(=O)C1CCCN(S(=O)(=O)c2cccc3nsnc23)C1 (centres undefined),?
Cc1cccc(OC[C@H]2C[C@@H](N(C)C)[C@H](O)[C@@H]2O)n1,-25.5%[86.2 µM]
Cc1ccc(NC(=O)C2=C(N3CCOCC3)c3ccccc3S2(=O)=O)cc1,9.6%
Cc1ccc(S(=O)(=O)NCCNC(C)c2ccc(Br)cc2)cc1 (centres undefined),51.9%[activator]
COC(=O)COc1ccc2c(C)c(-c3ccccc3)c(=O)oc2c1,?
CC(Cc1cccs1)N(Cc1ccc(Cl)cc1)C(=O)C1CC1 (centres undefined),-10.7%
CC(C)n1cc2cc(C(=O)NCc3ccccc3F)sc2c1,?
COc1ccc(OC)c(NC(=O)CCc2c(C)nc3c(-c4ccccc4)c(C)nn3c2C)c1,?
O=C(NCc1cc(F)cc(F)c1)c1ccc(Cn2ccn3nc4c(c3c2=O)CCCC4)cc1,?
Cc1ccc(-c2[nH]ncc2CN2CCN(c3ccc(Cl)cn3)CC2)cc1C,?

Reprinted at random: 4 compounds from above, in no set order.
Compound,KDM5B inhibitor
Cc1ccc(NC(=O)C2=C(N3CCOCC3)c3ccccc3S2(=O)=O)cc1,9.6%
Cc1ccc(-c2[nH]ncc2CN2CCN(c3ccc(Cl)cn3)CC2)cc1C,?
Cc1cccc(OC[C@H]2C[C@@H](N(C)C)[C@H](O)[C@@H]2O)n1,-25.5%[86.2 µM]
CC(Cc1cccs1)N(Cc1ccc(Cl)cc1)C(=O)C1CC1 (centres undefined),-10.7%

Carrying on.
Compound,KDM5B inhibitor
CC(C)c1ccc(NC(=O)c2ccc(CSc3ccc(Cl)cc3)cc2)cc1,12.7%
O=C(O)c1cc(NS(=O)(=O)c2cccc3nsnc23)cc(C(=O)O)c1,-18.4%
CCCCS(=O)(=O)N1CCC(CC(=O)NCc2ccccc2)C1 (centres undefined),21.3%
C=CCNC(=O)C(NC(=O)c1ccc(OC)cc1)C1CCN(C(=O)c2ccccc2C)CC1 (centres undefined),23.1%
Cc1nnc([C@H]2CCN(Cc3ccc(F)cc3)C2)o1,-3.4%[115 µM]
O=C(Nc1ccccc1C(=O)N1CCCCCC1)c1ccc(F)cc1,-11.2%
CCN(CC)C(=O)CC[C@@H]1CNC(=O)[C@@H]2C[C@H](NC(=O)Nc3ccsc3)CN12,-20.3%[86.2 µM]
COCCCNC(=O)N1CCCN(C(=O)C2CC2)C(c2ccccc2)CC(=O)NCC1 (centres undefined),16.8%
Cc1noc(C)c1-c1nccc2c(=O)cc(-c3ccccn3)oc12,28.2µM*
COCc1cc(CNC(=O)Cn2ncc3ccccc3c2=O)[nH]n1,20.6%

Other compounds follow.
Compound,KDM5B inhibitor
O=C(C1CCCCC1)N1CCC2(COc3ncccc3S(=O)(=O)N2)C1 (centres undefined),2.2%[115 µM]
O=c1cc(-c2ccc(F)cc2)oc2ccc(Cl)cc12,20.7%
COc1cccc(C(C(=O)NC2CCCC2)N(Cc2cccnc2)C(=O)Cc2cccs2)c1 (centres undefined),9.4%
Cc1ccc(-c2cc3c(=O)n(CCNC(=O)c4ccc5c(c4)OCO5)ccn3n2)cc1C,?
CCOc1cccc(CC(=O)NCc2ccc3c(c2)CCN3C(C)=O)c1OCC,-3.7%
COc1ccc(NC2=NC(C)(CO)CS2)cc1 (centres undefined),37.5%
CN1Cc2ncnc(N3CCCCC3)c2CN(c2ccccc2)C1=O,6.4%[86.2 µM]
NC(=O)c1ccc[n+](CC(=O)c2ccc(NC(=O)c3ccccc3)cc2)c1,31.6%[activator]
COCCNC(=O)c1cc(C2CC2)nc2onc(C3CCCN3)c12 (centres undefined),56.2µM*
CCCNC1(Cc2cc(-c3ccccn3)on2)COC1,-13.0%[115 µM]

(listing goes on)
Compound,KDM5B inhibitor
C[C@H]1[C@@H]2[C@@H](O)C([C@H](C)C(=O)NCc3cc(F)cc(F)c3)CC[C@@]2(C)CC[C@@H]1NC(=O)c1cncnc1 (some centres undefined),10.8%
O=C(CC1CCCN(c2cn[nH]c(=O)c2)C1)NCCCc1ccccc1 (centres undefined),-15.1%
O=C1CCN(S(=O)(=O)c2ccccc2)CCCC(C(=O)N2CCCCC2)CCN1 (centres undefined),-12.5%
Cc1nn(C)cc1B1OC(C)(C)C(C)(C)O1,18.7%
O=C(Cc1ccc(Cl)cc1)NCC(c1cccs1)S(=O)(=O)c1ccc(F)cc1 (centres undefined),-11.3%
N#Cc1ccc(C(=O)Nc2ccc(Cl)c(C(F)(F)F)c2)cc1,-22.2%
NC(=O)c1cccc(-c2ccc3c(n2)CN(Cc2ccc(F)cc2)C(=O)CO3)c1,35.5µM*
O=S(=O)(NCc1ccccc1Cl)c1ccc(N2CCCCS2(=O)=O)cc1,-9.0%
N#Cc1ccc(C(=O)Nc2ccc3c(N4CCCCC4)ncnc3c2)cc1,0.8%
O=C(c1ccc([N+](=O)[O-])s1)N1CCN(c2ccc(C(F)(F)F)cn2)CC1,19.3%

Additional results follow.
Compound,KDM5B inhibitor
O=C(NCC(c1ccco1)S(=O)(=O)c1cccs1)c1ccccc1 (centres undefined),-29.0%
Cc1oc2c(c1C(=O)N1CCN(c3ccccc3)CC1)CN(Cc1ccccc1)CC2,?
CC(C)c1ccc(NC(=O)[C@H]2O[C@@H]3OC(C)(C)O[C@@H]3[C@H]3OC(C)(C)O[C@H]32)cc1,?
O=C(Nc1cc(Cl)ccc1N1CCOCC1)c1ccco1,27.0%
COCCNC(=O)NC(=O)CN(Cc1ccccc1)c1ccc(C)cc1,-2.7%
CCOC(=O)c1ccc(NC(=O)COC(=O)c2cc(C)nc3ccccc23)cc1,5.7%
CCCCCC1CCC(c2ccc(C(=O)Oc3cccnc3)cc2)CC1 (centres undefined),5.3%
COc1cccc(OCC(=O)c2ccc3c(c2)N(C(C)C(=O)NCCc2ccccc2)C(=O)CO3)c1 (centres undefined),-18.0%
COc1ccc(NC(=O)Cn2ccn3nc4c(c3c2=O)CCCC4)cc1OC,-20.4%
O=C(c1noc(-c2ccc(F)cc2)n1)N1CCN(c2ccccc2Cl)CC1,?

(further entries)
Compound,KDM5B inhibitor
CCS(=O)(=O)N1Cc2ccccc2CC1C(=O)N(C)Cc1ccc(OC)cc1OC (centres undefined),-6.6%
CC(C)C[C@H](NC(=O)Cn1nc2c(cc1=O)CCCC2)C(=O)O,-27.7%
Cc1ccc(CN2C(=O)c3ccccc3Sc3ccc(C(=O)N4CCOCC4)cc32)cc1,-18.8%
CCc1ccc(NC(=O)c2nnn(Cc3cccc(C(F)(F)F)c3)c2N)cc1,?
O=C(CSc1ccc2nc(-c3ccccc3)cn2n1)Nc1cccc(F)c1,?
O=C(c1csnn1)N1CCc2onc(-c3cccc(F)c3)c2C1,33.7%[activator]
O=C(NCCCN1CCCC1=O)c1c(OCC2CC2)cc(=O)n2c1CCOCC2,15.4%
CN(C(=O)c1cc2ccccc2n1C)C1CCCN(C2Cc3ccccc3C2)C1 (centres undefined),-19.0%
O=C(CSc1nc2ccccc2s1)Nc1cccc(C(F)(F)F)c1,-25.5%
COc1ccc(CNC(=O)C(CCSC)NS(=O)(=O)c2ccc3c(c2)oc(=O)n3C)cc1 (centres undefined),2.8%

Next structures
Compound,KDM5B inhibitor
Cc1cc(C)c(C(C)NC(=O)Cn2nnn(-c3ccccc3)c2=O)cc1C (centres undefined),-5.5%
COc1ccc(Nc2cc(C)c3ccccc3n2)cc1,?
Cc1ccc(S(=O)(=O)N2CCCCC2c2cccnc2)c(C)c1C (centres undefined),4.0%
Cc1cc(C)c(/C=C/c2onc(C)c2S(=O)(=O)N2CCC(C(=O)N(C)Cc3ccccc3)CC2)c(C)c1,-28.8%
COc1ccc(N2CCCS2(=O)=O)cc1NS(=O)(=O)c1cc(C)ccc1C,3.6%
c1cn(-c2ccc(N3CCCCCC3)nc2)c(-c2cc3n(n2)CCCNC3)n1,?
Cc1ccc(C(=O)N2CCC(N3C(=O)CCC3C(=O)NCc3cccnc3)CC2)cc1F (centres undefined),-7.7%
O=C(Cn1nc2c(cc1=O)CCCCC2)Nc1nccs1,-22.1%
Nc1nc(C(F)(F)F)cc(=O)[nH]1,15.7%
CCN(CC)Cc1cnc2c(C(=O)N3CCCC3c3ccccn3)cnn2c1 (centres undefined),?

Going on with the list:
Compound,KDM5B inhibitor
CN1CCN(c2cc(-c3cncc(N)c3)nc(N)n2)CC1,20µM*
Cc1ccc(O)c(CCc2ccc(O)cc2)n1,-15.1%
Cn1ccnc1CN1C(=O)CO[C@H](c2ccc(NC(=O)c3cc(F)cc(F)c3)cc2)[C@H]1CO,-9.8%
COc1ccc(Cc2nnc(NS(=O)(=O)Cc3ccccc3)s2)cc1,2.7%
O=C(NCCc1ccccc1)C1CCN(C(=O)c2ncn3c2COC(c2ccc(Cl)cc2)C3)CC1 (centres undefined),-11.2%
CC(C)(C)c1cc(C[C@H]2CNCC[C@H]2CC(=O)Nc2nccs2)no1,74.1%[activator][86.2 µM]
Clc1ccccc1CN1CCc2ccccc2C1,?
Cc1cccc(N2C(=O)CSC23C(=O)N(Cc2cccc(F)c2)c2ccccc23)c1 (centres undefined),-23.1%
COc1ccc(-c2cc(C(=O)N/N=C/c3cccnc3)c3ccccc3n2)cc1,?
CC(=O)Nc1nnc(-c2c(-c3c(Cl)cccc3Cl)noc2C)o1,-3.3%

Continued:
Compound,KDM5B inhibitor
COCc1nncn1C1CCN(C(=O)c2ccc(F)cc2)CC1,-14.2%
C[C@@H](NC(=O)C[C@@H]1c2nc(-c3cccnc3)sc2C[C@@H]2[C@](C)(CO)[C@H](O)CC[C@]21C)c1ccccc1,31.6µM*
CCN(CC(=O)NCc1cccs1)C(=O)c1ccc(N(C)S(=O)(=O)c2ccc(C)cc2)cc1,3.1%
COc1ccc(CC(=O)NC2CCN(c3nc4ncccc4o3)CC2)cc1,31.6µM*
CNC(C)c1cccs1 (centres undefined),16.3%
CNc1cc(C2CC(NS(=O)(=O)c3cc(C)sc3C)C2)nc(N)n1 (centres undefined),47.4%[activator]
COc1ccccc1CNC(=O)c1c(OC)cc(=O)n2c1CCCC2,-12.0%
Cc1ccccc1NC(=O)CSc1nc2ccc(NC(=O)c3ccccc3)cc2s1,?
COc1ccc(S(=O)(=O)NCC(c2ccco2)N2CCOCC2)cc1 (centres undefined),-18.0%
CCN1CCN(C(=O)C2(CCO)CCN(Cc3ccccc3)C2)CC1 (centres undefined),-34.8%

Next records follow.
Compound,KDM5B inhibitor
Cc1cc(C)cc(Nc2nc3ccccc3nc2NS(=O)(=O)c2ccccc2)c1,12.6%
COCC1(C(=O)N2CCN(C)C3(CCC(=O)N(C)CC3)C2)CCC1 (centres undefined),-3.9%
CNC(=O)C1(N2CCC[C@H]2C(=O)NCc2ccccn2)CCCCC1,?
Cc1ccc(C)c(C(=O)CCC(=O)N2CCc3sccc3C2c2cccs2)c1 (centres undefined),-12.8%
Cc1ccc2nc(-c3cc(NC(=O)c4cccc(Cl)c4)ccc3O)oc2c1,-4.8%
COC(=O)c1ccc(NC(=O)CN2CCN(c3ccc(Cl)cc3)CC2)cc1,-10.7%
COc1cc(C2c3c(oc4ccccc4c3=O)C(=O)N2Cc2ccc(C)cc2)ccc1O (centres undefined),-2.2%
CC(=O)Nc1c(-c2ccc(C)cc2)c(C)nn1-c1ccc(C(=O)NCc2ccco2)cc1,9.9%
CC(C)NC(=O)N1CCN2C(=O)N(Cc3ccc(F)cc3)C[C@H]2C1,19.4%[86.2 µM]
Cc1ccc2oc(=O)n(CC(=O)N3CCOCC3)c2c1,17.5%
O=C(c1cc(-c2cccc(C(F)(F)F)c2)c2nncn2n1)N1CCCC1,50.1µM*
COc1ccc(-c2nc3cc(NC(=O)C(C)C)ccc3o2)cc1OC,?

The list is partial (hit frequency here may not be typical).
